# EBNA-1 inhibitor: blocks EBNA-1 binding to DNA. EBNA-1 DNA binding, fluorescence polarization. inhibition, % at 14.8 µM. 0.34% of 300,000 active; in the data active = inhibition above about 28%
# PREPL inhibitor: inhibitors of human prolyl oligopeptidase-like enzyme PREPL. Q4J6C6. recombinant PREPL, fluorescence polarization activity-based probe. inhibition, % at 5.96 µM. 0.68% of 320,000 active. AID 2751; in the data active = inhibition above about 43%;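 also: 0% = enzyme with DMSO and 100% = wells lacking enzyme; many of its hits are not listed in these tables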
# PAFAH1B3 inh: inhibitors of human PAFAH1B3; Q15102; recombinant PAFAH1B3, FP-rhodamine probe, fluorescence polarization; inhibition, % at 3.39 µM; 0.28% of 340,000 active;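 active = inhibition above the screen-wide average of all tested compounds plus 3 SD, cut at about 25% in these data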;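 also: 0% = enzyme with DMSO only and 100% = wells lacking PAFAH1B3 protein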
# LYPLA2 inh: counter-screen for PME1 inhibitors: inhibitors of human LYPLA2. O95372. recombinant LYPLA2, FP-Rh probe fluorescence polarization. inhibition, % at 5.9 µM. 0.38% of 320,000 active. AID 2177;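 active = inhibition above the screen-wide mean plus 3 SD, limit set per campaign, cut at about 26% in these data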;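 also: 0% = LYPLA2 with DMSO and 100% = wells lacking LYPLA2 enzyme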
# Target sequence (O95372 whole entry, looked up): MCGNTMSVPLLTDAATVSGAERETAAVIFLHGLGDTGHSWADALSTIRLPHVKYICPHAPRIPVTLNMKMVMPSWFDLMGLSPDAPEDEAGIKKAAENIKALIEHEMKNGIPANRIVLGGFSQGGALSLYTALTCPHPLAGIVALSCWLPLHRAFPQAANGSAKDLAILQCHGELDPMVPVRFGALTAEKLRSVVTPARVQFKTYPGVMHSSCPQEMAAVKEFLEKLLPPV
# PAFAH2 inh: inhibitors of human PAFAH2; Q99487; recombinant PAFAH2, FP-rhodamine activity probe, fluorescence polarization; inhibition, % at 3.39 µM; 0.99% of 340,000 active; AID 492956;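 active = inhibition above the mean over all tested compounds plus 3 SD, cut at about 30% in these data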;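 also: inhibitors block probe labeling of enzyme so polarization drops; 0% = enzyme with DMSO and 100% = wells lacking PAFAH2 protein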
# ZTA counter: counter-screen for EBNA-1 inhibitors: inhibitors of Epstein-Barr virus ZTA | ZTA-DNA binding, fluorescence polarization | inhibition, % at 11 µM | 0.15% of 320,000 active | AID 2234; in the data active = inhibition above about 33%
# PAFAH1B2 FP inh: blocks human PAF acetylhydrolase 1b catalytic subunit 2 | 1.2% of 340,000 active | inhibition, % at 3.39 µM | recombinant PAFAH1B2, FP-rhodamine activity probe, fluorescence polarization | P68402;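 active = inhibition above the mean of all tested compounds plus 3 SD, cut at about 24% in these data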;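 also: 0% = enzyme with DMSO and 100% = wells lacking PAFAH1B2; many of its hits are not listed in these tables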
# Target sequence (P68402 whole entry, looked up): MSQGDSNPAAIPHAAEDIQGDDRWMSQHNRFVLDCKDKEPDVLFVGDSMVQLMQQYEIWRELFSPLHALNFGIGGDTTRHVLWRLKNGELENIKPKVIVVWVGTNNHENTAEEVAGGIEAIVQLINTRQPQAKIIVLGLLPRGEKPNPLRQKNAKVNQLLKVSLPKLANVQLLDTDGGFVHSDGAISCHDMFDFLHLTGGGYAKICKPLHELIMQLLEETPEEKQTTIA
# pPAFAH inh: pPAFAH (human) enzyme inhibition. 1.5% of 330,000 active. inhibition, % at 3.39 µM. AID 463082. Q13093. recombinant pPAFAH, FP-rhodamine probe fluorescence polarization;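 active = inhibition above the mean inhibition across the screen plus 3 SD, cut at about 25% in these data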;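 also: inhibitors block binding of the rhodamine activity-based probe so polarization drops; 0% = enzyme with DMSO and 100% = wells lacking pPAFAH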
# Target sequence (Q13093 whole entry, looked up): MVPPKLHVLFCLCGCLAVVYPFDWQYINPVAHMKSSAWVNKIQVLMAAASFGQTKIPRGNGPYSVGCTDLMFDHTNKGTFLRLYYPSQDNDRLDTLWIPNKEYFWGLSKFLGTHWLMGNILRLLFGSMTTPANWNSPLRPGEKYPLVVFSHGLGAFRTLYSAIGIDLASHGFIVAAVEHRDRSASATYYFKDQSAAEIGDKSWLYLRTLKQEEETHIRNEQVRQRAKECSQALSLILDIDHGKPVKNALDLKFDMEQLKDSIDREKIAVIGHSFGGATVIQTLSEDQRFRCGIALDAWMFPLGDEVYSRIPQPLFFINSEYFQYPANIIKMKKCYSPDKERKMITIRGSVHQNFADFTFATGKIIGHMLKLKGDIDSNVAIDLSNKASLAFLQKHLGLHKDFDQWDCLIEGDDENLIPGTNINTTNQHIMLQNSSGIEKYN
# LYPLA1 counter: LYPLA1 (human) inhibition in PME1 counter-screen | recombinant LYPLA1, FP-Rh probe fluorescence polarization | inhibition, % at 5.9 µM | 0.16% of 320,000 active | AID 2174;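 active = inhibition above the mean of all tested compounds plus 3 SD, set per campaign, cut at about 14% in these data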;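 also: inhibitors block serine hydrolase probe labeling of LYPLA1 so polarization falls; 0% = enzyme with DMSO and 100% = wells lacking LYPLA1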
# * hit, by the source's call; . = not tested or not shown. Not all compounds are listed, so the mix of outcomes need not match the whole.
SMILES,EBNA-1 inhibitor,PREPL inhibitor,PAFAH1B3 inh,LYPLA2 inh,PAFAH2 inh,ZTA counter,PAFAH1B2 FP inh,pPAFAH inh,LYPLA1 counter
Cc1cc(C)n(C(C)n2nc(C)cc2C)n1,-11,1,8,-9,1,-20,3,-6,-6
COc1ccc(-n2nnnc2SCC(=O)NC(=O)Nc2ccc3c(c2)OCCO3)cc1,11,4,7,14,0,7,-2,2,3
CN(C(=O)CSc1ccccc1C(=O)O)C1CCCCC1,-4,2,8,-3,-5,6,7,3,0
COc1ccccc1-c1nc(SCC(=O)NCc2ccco2)c2c(=O)n(C)c(=O)n(C)c2n1,-3,2,-2,-3,-2,0,-2,1,0
CCOC(=O)c1nn(C)c(C)c1Cl,2,9,15,10,5,-11,3,0,-3
COc1ccc(C2C(=O)N(C3CCCCC3)CC(=O)N2CC2COc3ccccc3O2)cc1 (stereo not given),9,-7,9,-3,0,13,8,-5,1
CCOC(=O)C1=CC[C@@H](c2cc(OC)c(OC)c(OC)c2)N(S(=O)(=O)c2ccc(C)cc2)[C@H]1C(=O)OCC,.,20,6,.,12,.,3,-4,.
CC1(C)CC(=O)/C(=C(/O)CCCN2C(=O)c3ccccc3C2=O)C(=NC(C)(C)C)C1,5,4,0,-4,2,4,-3,-2,-1
O=C(COc1coc(CN2CCN(c3ccccc3F)CC2)cc1=O)N1CCc2ccccc21,-2,10,3,0,15,1,2,1,-3
CC1CCN(C(=O)c2[nH]cnc2C(=O)N[C@H](C)c2ccccc2)CC1,.,9,-6,3,-2,-9,-4,7,4
c1ccc2c(c1)nc(N1CCCCC1)c1ccccc12,4,-4,11,-5,6,3,3,-2,-4
CCOc1ccc(/C=C2\SC(=S)N(NS(=O)(=O)c3ccc(C)cc3)C2=O)cc1OC,17,2,2,-3,1,11,3,15,-2
CS(=O)(=O)N1CCC(C(=O)Nc2ccc(C(N)=O)cc2)CC1,-3,-6,3,2,-4,-13,-3,-6,-2
CCOC(=O)N1CCN(S(=O)(=O)Cc2ccccc2)CC1,-1,-8,8,7,0,-9,5,5,1
CC(=O)Nc1ccc(SCC(=O)N2CCN(S(=O)(=O)c3ccccc3)CC2)cc1,4,5,10,5,1,-1,7,4,3
O=C(NCc1ccc(F)cc1)c1ccccc1OCc1ccccc1,-2,-15,-4,-7,6,-3,14,0,-1
Cn1c(SCC(=O)N2CCOCC2)nnc1-c1ccncc1,-11,3,21,0,4,-3,1,0,-1
O=C(CN1CCCC1)NN=C(c1ccccc1)c1ccccc1,9,-2,2,8,-7,-5,-3,10,-2
CCn1c(SCC(=O)Nc2nc3c(s2)CCCC3)nnc1-c1ccccc1,11,-2,3,-3,-5,-3,2,4,1
O=C(OCC#CCSc1nnc(-c2ccncc2)o1)c1cccs1,4,1,8,7,5,-12,5,-1,2
CC[C@@]1(C(=O)OC)N[C@H](CN(C)C(=O)Nc2ccc(Cl)cc2)[C@@H]2C(=O)N(C)C(=O)[C@@H]21,.,18,7,.,10,.,4,2,.
COc1ccc(CCn2c(=S)[nH]c3cc(C(=O)N4CCOCC4)ccc3c2=O)cc1OC,15,-1,12,3,4,-9,1,-1,0
CC(=O)Nc1ccc(NC(=O)CSc2ncnn2-c2ccccc2)cc1,2,-11,2,-4,-6,-13,0,-3,0
CCN(CC)c1ccc(NC(=O)CSc2nc(C3CC3)nc3ccccc23)cc1C,2,-4,7,-4,7,5,4,31*,-1
O=C(COc1ccc([N+](=O)[O-])cc1)Nc1cccc(C(=O)Nc2ccccc2C(=O)O)c1,8,-3,9,-10,-6,-3,-10,-10,-4

# Compounds listed so far that have an aryl methoxy group:
SMILES,EBNA-1 inhibitor,PREPL inhibitor,PAFAH1B3 inh,LYPLA2 inh,PAFAH2 inh,ZTA counter,PAFAH1B2 FP inh,pPAFAH inh,LYPLA1 counter
COc1ccc(-n2nnnc2SCC(=O)NC(=O)Nc2ccc3c(c2)OCCO3)cc1,11,4,7,14,0,7,-2,2,3
COc1ccccc1-c1nc(SCC(=O)NCc2ccco2)c2c(=O)n(C)c(=O)n(C)c2n1,-3,2,-2,-3,-2,0,-2,1,0
COc1ccc(C2C(=O)N(C3CCCCC3)CC(=O)N2CC2COc3ccccc3O2)cc1 (stereo not given),9,-7,9,-3,0,13,8,-5,1
CCOC(=O)C1=CC[C@@H](c2cc(OC)c(OC)c(OC)c2)N(S(=O)(=O)c2ccc(C)cc2)[C@H]1C(=O)OCC,.,20,6,.,12,.,3,-4,.
CCOc1ccc(/C=C2\SC(=S)N(NS(=O)(=O)c3ccc(C)cc3)C2=O)cc1OC,17,2,2,-3,1,11,3,15,-2
COc1ccc(CCn2c(=S)[nH]c3cc(C(=O)N4CCOCC4)ccc3c2=O)cc1OC,15,-1,12,3,4,-9,1,-1,0

# The listing picks up with the two entries that preceded the break.
SMILES,EBNA-1 inhibitor,PREPL inhibitor,PAFAH1B3 inh,LYPLA2 inh,PAFAH2 inh,ZTA counter,PAFAH1B2 FP inh,pPAFAH inh,LYPLA1 counter
CCN(CC)c1ccc(NC(=O)CSc2nc(C3CC3)nc3ccccc23)cc1C,2,-4,7,-4,7,5,4,31*,-1
O=C(COc1ccc([N+](=O)[O-])cc1)Nc1cccc(C(=O)Nc2ccccc2C(=O)O)c1,8,-3,9,-10,-6,-3,-10,-10,-4
Cc1ccccc1C(=O)NNC(=O)C(=O)N1CCCCC1,1,8,-1,-5,1,16,-5,4,-2
CC1CCN(C(=O)CSc2nnc(CSc3ncccn3)n2C)CC1,-5,-2,15,4,2,0,-3,4,3
Cc1ccc(C)c(CN2CCCN(C(=O)Cn3ncc4c3-c3ccccc3OC4)C2)c1,-1,-8,-4,-6,3,7,8,-4,3
O=C(NCCO)c1ccc(-c2nnc(N3CCOCC3)c3ccccc23)cc1,-6,4,-2,7,2,8,6,5,2
O=C(c1ccccc1OC(F)F)N1CCN(S(=O)(=O)c2ccc3c(c2)OCCCO3)CC1,.,9,7,7,1,13,6,0,0
Nc1nnc(CC2=CCCCC2)s1,-2,11,6,4,2,1,5,3,0
COc1cccc(Cn2nc(C(=O)O)c3ccccc3c2=O)c1,1,2,4,3,3,-10,2,7,0
CCOC(=O)c1ccc(NC(=O)COc2ccc(CNC3CCCCC3)cc2OC)cc1,-8,-3,8,0,9,6,3,-7,-1
O=C(CCC1CCN(Cc2ccccc2Cl)CC1)NC1CC1,-4,6,6,1,-3,2,3,-1,0
CCn1nnnc1SCC(=O)N1CCOCC1,-5,-6,-2,2,-5,-11,2,-2,-3
COc1ccc(CNC2CCSc3ccccc32)cc1OC (stereo not given),15,19,13,1,-6,-12,4,7,2
Cc1ccc(S(=O)(=O)N2CCCCC2)cc1NC(=O)CSc1nnc(C2CC2)n1N,.,10,10,.,4,.,5,-3,.
C=C1CCN(C(Cc2ccccc2)C(=O)OC)S(=O)(=O)c2ccc(F)cc21 (stereo not given),13,-9,5,-2,1,13,-1,6,1
Cc1cccc(N2C(=O)CC(N3CCN(c4ccccn4)CC3)C2=O)c1 (stereo not given),-8,8,7,2,-3,6,0,-1,0
CN(C)C(CNc1ncnc2sc3c(c12)CCCC3)c1ccco1 (stereo not given),-6,5,2,2,1,12,1,7,-4
Cc1ccc(NC(=O)Nc2c(Cl)cccc2Cl)cn1,-18,10,9,-8,2,1,9,-3,-6
O=C(c1ccc2c(=O)n(-c3ccccc3)c(=O)[nH]c2c1)N1CCN(c2ccc(F)cc2)CC1,-5,14,4,8,0,-4,2,0,1
CC(C)(C)c1ccc(C(=O)NCc2nnc(SCC(=O)NC3CCCC3)o2)cc1,5,10,7,0,0,-2,16,2,1
Nc1ccccc1-n1cccc1,-4,21,.,-12,.,-15,.,4,-8
CCOC(=O)C(=CNc1ccc(N2CCOCC2)cc1)C(=O)OCC,1,-2,6,-2,0,14,10,9,-1
Cc1ccn2cc(C(=O)N3CCCC(Nc4ccc(F)cc4)C3)nc2c1 (stereo not given),-1,14,4,4,6,3,1,3,0
Cc1sc2ncn(CC(=O)N3CCCC(C)C3)c(=O)c2c1S(=O)(=O)N1CCCCC1 (stereo not given),0,3,3,2,10,-7,8,7,3
CN1C/C(=C/c2cccs2)C(=O)/C(=C\c2cccs2)C1,-15,21,9,2,-2,4,1,9,0
O=C(Nc1cccc([N+](=O)[O-])c1)c1ccccc1,9,12,6,-5,-13,2,-1,6,-1
CCCCC1(C)NC(=O)N(CC(=O)Nc2ccc(S(=O)(=O)N3CCOCC3)cc2)C1=O (stereo not given),16,-2,9,-8,5,47*,2,7,-1
# Next section.
SMILES,EBNA-1 inhibitor,PREPL inhibitor,PAFAH1B3 inh,LYPLA2 inh,PAFAH2 inh,ZTA counter,PAFAH1B2 FP inh,pPAFAH inh,LYPLA1 counter
O=C(O)CCC(=O)NNC(=O)c1ccc(Br)cc1,-1,-2,6,0,-6,9,0,-2,-2
Cc1ccc(OCCNC(=O)c2cccc(S(=O)(=O)N3CCN(C)CC3)c2)cc1,.,10,5,8,2,-2,1,2,0
Cc1c(NC(=O)CS(=O)(=O)c2ccccc2)c(=O)n(-c2ccccc2)n1C,3,2,5,6,5,11,4,3,0
O=C(CSc1nnnn1Cc1ccccc1)Nc1cccc(F)c1,5,-16,1,5,-4,-13,0,2,-7
COc1ccccc1OCC(=O)N1CCCCCCC1,-2,-7,6,1,2,1,2,5,-3
COc1ccc(Br)cc1CN1CCCCCC1,1,7,-3,-2,-8,19,-1,-2,0
CC1=CN2C(=N)/C(=C/c3ccco3)C(=O)N=C2S1,-11,5,-2,1,-7,-8,2,-6,-5
CCOc1ccc(N/C(SC)=C(/C#N)C(N)=O)cc1,-4,9,1,6,-3,-5,3,6,-1
COc1ccc(S(=O)(=O)N2CCN(C(=O)c3cc(C)oc3C)CC2)cc1OC,.,6,-1,-3,-4,-25,5,-3,-4
C=CCNCC(=O)Nc1ccccc1SCC(=O)Nc1ccsc1C(=O)OC,0,3,-2,3,5,-1,-1,1,1
Cc1cc(SC(C)C(=O)NCC(=O)Nc2ccc(F)c(F)c2F)nc2ccccc12 (stereo not given),6,-6,6,1,-4,-4,4,4,1
Cc1ccc(C(=O)Nc2nnc(C3=COCCO3)o2)cc1C,5,-5,2,1,4,11,-1,2,0
COc1ccccc1CC1CC(=O)N(c2ccccc2)C1=O (stereo not given),-1,-5,4,-3,-4,14,-5,1,4

# Of the compounds above, these have a nitro group on carbon:
SMILES,EBNA-1 inhibitor,PREPL inhibitor,PAFAH1B3 inh,LYPLA2 inh,PAFAH2 inh,ZTA counter,PAFAH1B2 FP inh,pPAFAH inh,LYPLA1 counter
O=C(COc1ccc([N+](=O)[O-])cc1)Nc1cccc(C(=O)Nc2ccccc2C(=O)O)c1,8,-3,9,-10,-6,-3,-10,-10,-4
O=C(Nc1cccc([N+](=O)[O-])c1)c1ccccc1,9,12,6,-5,-13,2,-1,6,-1
